Cardiac RTF inh = cardiac RTF calcium desensitization. AID 493244. 340,000 tested, 0.12% active. IANBD-labeled cardiac RTF, Ca2+ fluorescence. inhibition, % at 7.15 µM. P19429+P45379;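 active means inhibition above the mean inhibition of all tested compounds plus 3 SD, cut at about 17% in these data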;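 further: assay run at fixed EC70 calcium of 1.6 mM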
PvdQ acylase = P. aeruginosa PvdQ acylase inhibition; inhibition, % at 10 µM; 340,000 tested, 0.063% active; purified PvdQ acylase, fluorescence plate reader; AID 488965; in the data active means inhibition above about 30%, passing the limit was not always enough; inconclusive means no clear call, values can overlap the other calls;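 further: 0% = vehicle neutral wells and 100% = reference inhibitor wells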
Keap1-Nrf2 PPI = inhibitors of human Keap1-Nrf2 protein-protein interaction | Keap1 Kelch-Nrf2 peptide fluorescence polarization, 1536-well | inhibition, % at 9.4 µM | 340,000 tested, 0.15% active | AID 504523; in the data active means inhibition above about 12%; inconclusive means no clear call, values can overlap the other calls; inactive means below about 7.3%;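 further: human Keap1 Kelch domain with fluorescein labeled Nrf2 9mer peptide probe; 0% = neutral control wells and 100% = peptide positive control; higher means more block of Keap1 binding to Nrf2 peptide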
C-LANA FP = inhibitors of KSHV LANA C-terminal domain DNA binding | MBP-C-LANA/FAM-LBS DNA binding, fluorescence polarization | AID 504423 | 340,000 tested, 0.078% active | inhibition, % at 9 µM;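 active means highest replicate inhibition at or above 60% at 9 µM, even if other replicates fall short; inactive means all replicates below 60% inhibition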;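 further: 0% = neutral control wells and 100% = 4 µM acridine orange control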
DAGLB inh = blocks human DAGLB lipase activity; AID 504411; 340,000 tested, 0.059% active; HEK293T DAGLB membrane lysate, EnzChek fluorogenic substrate; inhibition, % at 5.17 µM; in the data active means inhibition above about 34%;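 further: 0% = enzyme with vehicle and 100% = wells lacking enzyme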
SR-BI uptake up = activators of SR-BI mediated HDL lipid uptake. CHO ldlA[mSR-BI] cells, DiI-HDL uptake fluorescence, 3 h; 100 = double the neutral-control signal. activation, % at 12.5 µM. 320,000 tested, 0.096% active. AID 504775;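 active means mean replicate activation of at least 60% and every replicate at or above 60%; inconclusive means mean or all-replicate condition met, but not both; inactive means mean below 60% and not all replicates reaching 60%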;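 further: 0% = median plate neutral-control signal and 100% = twice that signal; values of inactives mirror those of a sister screen read the other way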
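Test system: SR-BI-overexpressing, LDLR-lacking CHO cells. Measured by: DiI fluorescence, bottom read. Medium: Ham's F12 with 0.5% BSA, HEPES 25 mM, pH 7.4. Timing: 3 h uptake period with compound, 37 °C.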
SR-BI DiI inh = inhibitors of mouse SR-BI mediated HDL lipid uptake; ldlA[mSR-BI] CHO cells, DiI-HDL uptake fluorescence, 3 h; inhibition, % at 12.5 µM; 320,000 tested, 0.96% active;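 active means mean replicate inhibition of at least 70% and a set share of replicates each scoring 70 or more; inconclusive means meets just one of the two criteria; inactive means fails both criteria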;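 further: 0% = median of neutral control wells and 100% = median of positive control wells; values of inactives mirror those of a sister screen read the other way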
Arrestin-AP2 inh = human beta-arrestin and AP2 interaction inhibition; FITC-arrestin peptide / GST-AP2 beads, flow cytometry; AP2 beta2 appendage carries R879A mutation; inhibition, % at 10 µM; 340,000 tested, 0.31% active;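 active means inhibition above a set limit, near 3 SD of compounds lacking own fluorescence, cut at about 54% in these data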;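 further: plate controls were DMSO wells for no effect and 5 µM unlabelled arrestin peptide for full effect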
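Assay system: GST-AP2 R879A bound to glutathione beads, E. coli-expressed; Medium: PBS with 0.05% Tween 20 and 0.1% BSA; Also added: fluorescein-tagged arrestin peptide at 50 nM final; Timing: 12 min plus 1 h, RT; Measured by: flow cytometry, FL1 (488/535 nm); Evaluation: percent drop in bead-associated FITC signal.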
NSD2 HMT inh = NSD2 (human) methyltransferase inhibition; NSD2 peptide methylation, AlphaScreen, 120 min; inhibition, % at 12.5 µM; 310,000 tested, 0.54% active; in the data active means inhibition above about 50%
PKA-R2B act = activates the human PKA-R2B holoenzyme complex | activation, % at 11.4 µM | 340,000 tested, 0.079% active | PKA-R2B holoenzyme dissociation, Cy5-IP20 fluorescence polarization; R2B truncated from residue 108, S112A mutant; 0% DMSO only, 100% 113 µM cGMP | P22694+P31323;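 active means activation above a cutoff set at the mean over all compounds plus 3 SD, cut at about 18% in these data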;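 further: higher means more holoenzyme dissociation and a rise in polarization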
* hit, by the source's call; ? = inconclusive; · = no result given. An unsorted share of the library; any-hit rate near 2.1%.

molecule,Cardiac RTF inh,PvdQ acylase,Keap1-Nrf2 PPI,C-LANA FP,DAGLB inh,SR-BI uptake up,SR-BI DiI inh,Arrestin-AP2 inh,NSD2 HMT inh,PKA-R2B act
COCCn1nnnc1C(c1ccc(OC)cc1OC)N1CCN(c2ccccc2F)CC1 (configuration not stated),-15,-15,-2,0.2,1,-7,7,-7,·,0
COc1cc(CCCN2CCNC[C@@H]2Cc2ccccc2)cc(OC)c1OC,-4,-9,-3,-1.7,2,17,-17,1,·,-1
COc1ccc(C(CC(=O)O)NC(=O)c2cccs2)cc1 (configuration not stated),-2,1,0,-0.5,-1,12,-12,2,1,-6
Cc1ccnc(NC(=O)CNC(=O)c2sc3ccccc3c2Cl)c1,8,-15,-6,-0.6,-6,12,-12,6,0,1
OCCC1CN(Cc2cccn2-c2ncccn2)CCN1C1CCCC1 (configuration not stated),-1,-5,2,-0.5,-1,·,·,6,6,-9
O=[N+]([O-])c1ccc(S(=O)(=O)Nc2ccc(-c3ccc(N4CCCC4)nn3)cc2)cc1,-2,-22,-9,0.3,4,-17,17,-1,1,6
Cc1noc(C)c1CSCC(=O)Nc1cc(Cl)ccc1N1CCOCC1,-4,-5,-1,-1.1,1,-23,23,-5,-1,9
O=c1cccccc1NN=C1CCCCC1,1,6,-8,0.7,-2,13,-13,32,3,8
CC(C)c1ccc(C2C(C(=O)c3ccco3)=C(O)C(=O)N2CCN2CCOCC2)cc1 (configuration not stated),12,3,-3,-0.2,0,11,-11,-1,3,4
Cc1cc(=O)[nH]c(SCC(=O)Nc2ncc(S(=O)(=O)c3ccc([N+](=O)[O-])cc3)s2)n1,-3,-4,2,0.1,6,-11,11,8,-2,5
CCCc1cc(=O)[nH]c(/N=C(\N)Nc2ccccc2)n1,-3,-2,-1,1.7,0,12,-12,-2,-2,2
Cc1nnc(SCC(=O)N2CCN(S(=O)(=O)c3ccccc3)CC2)s1,-4,-14,0,-1.6,-2,5,-5,6,-3,0
Cc1ccc(C(C)C)c(OCC(=O)OCC(=O)NC2CC2)c1,-2,-19,1,0.4,-1,-5,5,0,-1,3
CC(C)C[C@@H](CN)NC(=O)c1nc[nH]c1C(=O)N[C@@H](C)C(=O)CNC[C@H](C)NC(=O)c1nc[nH]c1C(=O)N[C@@H](CC(=O)O)C(=O)O,-6,-16,-3,-0.5,0,4,-4,3,·,-6
Cn1[nH]c(=O)c(Cl)c(Cl)c1=O,-7,-5,2,-0.2,-4,15,-15,-9,1,-1
CC(C)Cc1nc2sc3c(=O)[nH]cnc3c2c2c1CCCC2,6,4,0,-0.4,-2,11,-11,47,-3,-11
Cc1ccccc1C(=O)Nc1ccc(O)c2c(=O)cc(-c3ccccc3Cl)oc12,-3,11,-3,-1.2,-1,-18,18,10,·,-5
Cc1ccc2c(c1)CC1(CN2C)C(=O)OC2(CCCCC2)OC1=O,-24,-14,-1,0.7,-2,8,-8,10,0,-2
COC(=O)CCC/C=C1/SCC(NC(=O)c2ccccc2)C1NC(C)=O (configuration not stated),0,-7,-7,0.4,-3,15,-15,18,3,1
O=C(OCCc1cc2ccccc2c(=O)o1)c1ccc(F)cc1,0,-3,4,0.7,-9,50,-50,-10,·,-4
Cc1ccc(C(=O)Nc2ccc(S(=O)(=O)N3CCCC3)cc2)cc1,-1,-5,-5,-2.5,4,·,·,-16,-1,-12
COC(=O)Cn1c2ccc(Cl)cc2c2nc(C)sc21,-3,-12,-5,0.8,-1,?,-142,-5,-2,-5
O=C(Nc1cccc(S(=O)(=O)N2CCCCC2)c1)c1ccco1,2,-13,-7,0.2,-2,-4,4,-23,-1,8
O/N=C/c1cc(Br)cs1,3,11,2,·,-4,12,-12,8,-1,1
CCN1CCN(C(=O)c2ccc3c(c2)N(Cc2ccccc2)C(=O)c2ccccc2S3=O)CC1 (configuration not stated),-7,-15,-2,0.1,1,23,-23,1,·,4
Cc1cccc(N(CC(O)CON=C2c3ccccc3-c3ccccc32)S(C)(=O)=O)c1 (configuration not stated),2,8,-4,-0.1,-2,2,-2,28,1,8
COc1cccc(CNC(=O)Cc2ccc(NC(=O)C3=C(C)OCCS3)cc2)c1,-12,-1,0,0.0,-1,-3,3,4,-2,2
O=C(COc1ccccc1Cl)Nc1cccc(S(=O)(=O)NC2=NCCCCC2)c1,-19,-13,0,-1.1,2,-14,14,-20,-1,-12
CC(C)Cc1nnc(NC(=O)Cc2ccc([N+](=O)[O-])cc2)s1,4,1,-2,-0.5,2,20,-20,6,-2,-15
O=c1c2ccccc2nnn1COc1cccc(Cl)c1,-8,-6,0,0.0,-7,-5,5,-15,-1,-6
O=C(CSc1ncccn1)c1ccccc1Br,2,4,-6,-1.0,-3,-7,7,21,0,-5
COc1ccccc1-n1c(C)c(C(=O)O)c2cc(OC)c3ccccc3c21,-8,-2,-6,-2.3,7,-13,13,-10,5,2
Cc1cccc(NC(=O)CSc2nc(=O)n3ccccc3n2)c1C,-5,-5,-5,-1.6,2,33,-33,5,0,5
O=C(NCc1ccccc1)c1c[nH]c2ccccc2c1=O,0,6,0,-0.2,0,19,-19,26,0,-2
O=C(COc1ccc(S(=O)(=O)N2CCc3ccccc32)cc1Cl)NCc1ccccn1,-5,2,3,-1.5,1,-33,33,2,-2,-3
CC(=O)Nc1ccc(NC(=O)c2cc(-c3ccc(C)c(C)c3O)n[nH]2)cc1,0,-4,0,1.1,-1,-73,73*,11,-2,-5
O=C(/C=C/c1ccc(-c2ccccc2[N+](=O)[O-])o1)c1ccc(F)cc1,-30,-13,-4,0.2,-6,-7,7,19,1,-8
COCCNC(=O)CN(C(=O)Cn1nnc2ccccc21)c1ccc(F)c(Cl)c1,3,-6,-5,1.4,1,19,-19,35,-8,-10
OC[C@@H](O)[C@@H](O)[C@H](O)[C@@H](O)CO,-2,-2,-4,-3.1,0,29,-29,-3,·,0
O=c1cc(CO)oc(CN2CCN(Cc3ccccc3)CC2)c1O,-12,-3,-1,1.0,-1,17,-17,-6,2,-4
O=C(NNC(=O)c1ccc(Cl)c([N+](=O)[O-])c1)c1ccncc1,-1,15,2,0.6,-2,4,-4,17,-1,-7
O=C(CSc1nc(=O)n(CCCN2CCOCC2)c2c1CCCC2)Nc1cccc(Cl)c1,-4,-17,·,·,-1,10,-10,-5,4,0
CCOC(=O)C1CCN(c2cc3c(cc2NC(=O)c2cc(OC)ccc2Br)n(C)c(=O)n3C)CC1,0,-21,-4,-0.3,0,-40,40,-2,3,-2
COc1ccc(NC(=O)c2cc(-c3ccc(C)cc3)on2)cc1,-11,-10,0,-9.1,-1,4,-4,27,-2,-12
O=C(Cn1cnc2c(nnn2Cc2ccc(Cl)cc2)c1=O)OCc1ccccc1,-10,0,2,0.1,-4,2,-2,7,0,-1
COc1cccc(C(=O)N/N=C/c2cn[nH]c2-c2ccc(OC)cc2OC)c1,1,-1,-2,-2.6,1,23,-23,14,2,1
Cc1cccc(NC(=O)CNC(=O)c2cccc(-n3cccc3)c2)c1C,2,-21,-3,8.6,-1,-5,5,0,2,-5
COc1cc2c(C(=O)N3CCN(c4ccccc4F)CC3)cn(C)c(=O)c2cc1OC,1,-12,-2,0.2,0,·,·,6,-4,-1
C=C1C(=O)C23C(O)C1CCC2C12CCCC(C)(COC(C)=O)C1C(O)C3(O)OC2 (configuration not stated),0,7,-55,-0.1,1,31,-31,31,6,-9
CCCCCCOC(=O)NCC(O)c1ccccc1 (configuration not stated),-2,3,-2,0.0,-4,-5,5,5,-2,-4

Shown as labelled records: part of the list above.
compound: Cc1cccc(NC(=O)CSc2nc(=O)n3ccccc3n2)c1C
  Cardiac RTF inh = -5; PvdQ acylase = -5; Keap1-Nrf2 PPI = -5; C-LANA FP = -1.6; DAGLB inh = 2; SR-BI uptake up = 33; SR-BI DiI inh = -33; Arrestin-AP2 inh = 5; NSD2 HMT inh = 0; PKA-R2B act = 5
compound: O=C(NCc1ccccc1)c1c[nH]c2ccccc2c1=O
  Cardiac RTF inh = 0; PvdQ acylase = 6; Keap1-Nrf2 PPI = 0; C-LANA FP = -0.2; DAGLB inh = 0; SR-BI uptake up = 19; SR-BI DiI inh = -19; Arrestin-AP2 inh = 26; NSD2 HMT inh = 0; PKA-R2B act = -2
compound: O=C(COc1ccc(S(=O)(=O)N2CCc3ccccc32)cc1Cl)NCc1ccccn1
  Cardiac RTF inh = -5; PvdQ acylase = 2; Keap1-Nrf2 PPI = 3; C-LANA FP = -1.5; DAGLB inh = 1; SR-BI uptake up = -33; SR-BI DiI inh = 33; Arrestin-AP2 inh = 2; NSD2 HMT inh = -2; PKA-R2B act = -3

(listing goes on)
molecule,Cardiac RTF inh,PvdQ acylase,Keap1-Nrf2 PPI,C-LANA FP,DAGLB inh,SR-BI uptake up,SR-BI DiI inh,Arrestin-AP2 inh,NSD2 HMT inh,PKA-R2B act
COC(=O)[C@@H]1C[C@@H]2CC[C@@H](O)C[C@@H]2N1Cc1ccc(N2CCN(C)CC2)cc1,13,-18,-4,-2.7,0,19,-19,-2,·,-4
Cn1c(=O)cc(N2CCCCC2)[nH]c1=O,-9,-10,-8,-1.6,-1,17,-17,0,·,-5
Cc1onc(-c2ccccc2)c1NC(=O)N(Cc1ccccc1)C(C)C,-5,-6,0,0.5,-2,-48,48,-6,-2,3
CC(=O)Nc1ccc(Oc2cc(NC(C)=O)cc([N+](=O)[O-])c2)cc1,2,-2,-5,0.7,0,-8,8,49,3,0
COc1ccccc1C(CNC(=O)c1ccc(S(=O)(=O)NCc2ccco2)cc1)N(C)C (configuration not stated),3,-11,-3,0.3,3,14,-14,4,0,-14

A draw from above in order of number of heavy atoms, low to high:
molecule,Cardiac RTF inh,PvdQ acylase,Keap1-Nrf2 PPI,C-LANA FP,DAGLB inh,SR-BI uptake up,SR-BI DiI inh,Arrestin-AP2 inh,NSD2 HMT inh,PKA-R2B act
Cn1c(=O)cc(N2CCCCC2)[nH]c1=O,-9,-10,-8,-1.6,-1,17,-17,0,·,-5
Cc1onc(-c2ccccc2)c1NC(=O)N(Cc1ccccc1)C(C)C,-5,-6,0,0.5,-2,-48,48,-6,-2,3
COc1ccccc1C(CNC(=O)c1ccc(S(=O)(=O)NCc2ccco2)cc1)N(C)C (configuration not stated),3,-11,-3,0.3,3,14,-14,4,0,-14
